# PKA-R1A activ: activators of PKA-R1A holoenzyme, primary screen, biochemical, fluorescence polarization, Cy5-IP20, bovine R1A, mouse PKAc; PKA-R1A dissociation; scaled: DMSO 0%, 113 µM cGMP 100%; activation, % at 11.4 µM; 340,000 tested, 0.083% active; cAMP-dependent protein kinase type I-alpha regulatory subunit (Bos taurus) + …; AID 504707, 2011;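 active means percent activation above the mean of all tested compounds plus 3 SD, cut at about 19% in these data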;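 further: higher means more PKAc released from R1A so a rise in polarization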
# Mot1-301 SUMO: yeast Mot1-301 growth rescue at high temperature, primary screen, SUMOylation pathway inhibitor project, S. cerevisiae, ATP luminescence, 38.5C. S. cerevisiae Mot1-301 growth rescue; percent above DMSO median, 100 means doubled. growth rescue, % at 18.8 µM. 320,000 tested, 1% active;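 active means every valid replicate shows activation above 250% relative to neutral control wells; inactive means the rest, any valid replicate at or below 250%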;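 further: OY570 slx delta 5 strain wells were the positive control but not used for scaling; some compounds called inactive have numbers as strong as hits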
# PfHsp90 set2: growth inhibition of PfHsp90-expressing yeast, primary screen, antimalarial PfHsp90 inhibitor project, S. cerevisiae, BacTiter-Glo luminescence, single point, set 2; BacTiter-Glo ATP, 48 h; yeast lacking PDR1 and PDR3 efflux regulators; inhibition, % at 9.4 µM; 310,000 tested, 0.32% active; AID 504621, 2011;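 active means every replicate shows inhibition above about 80%, whatever the replicate mean, limit read from the data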;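 further: 0% = DMSO neutral controls and 100% = 20 µM radicicol positive controls; yeast relying on Plasmodium falciparum Hsp90 in place of its own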
# E coli growth: E. coli V3065 growth inhibition, primary screen, counter-screen for AddAB inhibitor project, absorbance, OD600; AID 449728, 2010; inhibition, % at 11.9 µM; 330,000 tested, 0.27% active; 18 h;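 active means inhibition above the campaign's mean inhibition across all tested compounds plus 3 SD, cut at about 9.9% in these data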;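 further: uninfected addAB+ strain grown without phage in ampicillin broth; 0% = DMSO wells and 100% = ciprofloxacin 0.95 µg/ml wells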
# Arr AP2 block: inhibitors of beta-arrestin/AP2 binding, primary screen, biochemical, GPCR trafficking, flow cytometry | beta-arrestin 1 C-terminal peptide binding to AP2 beta2-adaptin appendage (human) | FITC-arrestin peptide / GST-AP2 beads; AP2 beta2 appendage carries R879A mutation | inhibition, % at 10 µM | 340,000 tested, 0.31% active;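 active means inhibition above a set limit, near 3 SD of compounds lacking own fluorescence, cut at about 54% in these data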;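 further: plate controls were DMSO wells for no effect and 5 µM unlabelled arrestin peptide for full effect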
#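 System: GST-AP2 R879A glutathione beads. Medium: PBS with 0.05% Tween 20 and 0.1% BSA. Also added: FITC-arrestin peptide, 50 nM. Incubation: 12 min plus 1 h, RT. Measured by: high-throughput flow cytometry of beads, ex 488, em 535 nm. Evaluation: percent drop in bead-associated FITC signal.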
# AddAB inh: growth inhibition of E. coli expressing H. pylori AddAB, primary screen, AddAB inhibitor project, absorbance; 330,000 tested, 0.29% active; inhibition, % at 11.9 µM; AID 435030, 2010; in the data active means inhibition above about 12%;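 further: 0% = vehicle wells of infected cells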
# phage Ecoli inh: growth loss of phage-infected E. coli, primary screen, RecBCD inhibitor project, absorbance, with phage, HTS; AID 651602, 2012; inhibition, % at 11.9 µM; 360,000 tested, 0.26% active; in the data active means inhibition above about 11%
# Tat transport: E. coli Tat export inhibitors, primary screen, MC4100, TorA-mCherry reporter, fluorescence, single point | inhibition, % at 10 µM | 340,000 tested, 0.036% active | AID 488895, 2010;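 active means mean replicate inhibition at least 50% and at least half of replicates individually reaching 50%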;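 further: exported cargo escapes ClpAP degradation while cytoplasmic cargo is degraded and loses fluorescence; 0% = median of neutral control wells and 100% = median of NaSCN control wells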
# MOR-DOR ag: agonists of OPRM1-OPRD1 heterodimerization, primary screen, cell-based, luminescence; Mu-type opioid receptor (Homo sapiens) + Delta-type opioid receptor (Homo sapiens), …; cells; activation, % at 9.3 µM; 340,000 tested, 0.3% active; AID 504326, 2011; in the data active means activation above about 18%;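 further: 0% = vehicle-treated cells and 100% = reference agonist; values of inactives mirror those of a sister screen read the other way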
# Target sequence (P35372 whole entry, looked up): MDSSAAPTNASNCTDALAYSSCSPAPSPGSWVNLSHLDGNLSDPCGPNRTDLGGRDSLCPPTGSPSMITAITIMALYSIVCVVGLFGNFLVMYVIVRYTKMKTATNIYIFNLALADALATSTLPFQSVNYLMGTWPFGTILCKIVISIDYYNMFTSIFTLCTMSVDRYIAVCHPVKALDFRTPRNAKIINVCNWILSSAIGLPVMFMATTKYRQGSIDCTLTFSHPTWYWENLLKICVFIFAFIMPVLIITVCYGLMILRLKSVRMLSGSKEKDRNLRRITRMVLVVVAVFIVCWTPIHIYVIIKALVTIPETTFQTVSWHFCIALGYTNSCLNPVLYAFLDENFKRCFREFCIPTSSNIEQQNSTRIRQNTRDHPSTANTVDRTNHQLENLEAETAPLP
# Target sequence (P41143 whole entry, looked up): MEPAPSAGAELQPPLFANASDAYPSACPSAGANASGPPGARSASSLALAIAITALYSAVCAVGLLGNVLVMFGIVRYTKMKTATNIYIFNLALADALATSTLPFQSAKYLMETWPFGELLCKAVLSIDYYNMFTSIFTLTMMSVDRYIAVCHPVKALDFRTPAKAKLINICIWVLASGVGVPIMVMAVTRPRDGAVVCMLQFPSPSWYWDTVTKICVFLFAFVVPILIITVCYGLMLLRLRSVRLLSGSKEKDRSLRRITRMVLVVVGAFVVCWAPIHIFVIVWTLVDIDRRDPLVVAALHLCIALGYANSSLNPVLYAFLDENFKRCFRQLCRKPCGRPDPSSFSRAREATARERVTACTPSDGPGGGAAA
# DSG3 Ab inh: inhibitors of pemphigus antibody binding to DSG3, primary screen, biochemical, bead-based, flow cytometry, scFv-GFP; Desmoglein-3 (Homo sapiens), P32926; DSG3-coupled beads, scFv-anti-DSG3-GFP binding; hits give low values; binding (percent of control), % at 10 µM; 310,000 tested, 0.48% active; AID 588358, 2011;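 active means binding more than 3 SD below its plate's average and above zero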;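 further: hits lower antibody fragment binding to DSG3; some compounds called inactive have numbers as strong as hits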
# MOR-DOR inv ag: inverse agonists of MOR-DOR heterodimerization, primary screen, cell-based, luminescence; Mu-type opioid receptor (Homo sapiens) + Delta-type opioid receptor (Homo sapiens), …; cell-based MOR-DOR heterodimer luminescence, inverse agonism; inhibition, % at 9.3 µM; 340,000 tested, 0.21% active; in the data active means inhibition above about 22%, passing the limit was not always enough;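 further: 0% = cells with DMSO and 100% = wells without cells with DMSO; values of inactives mirror those of a sister screen read the other way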
# The depositor's hits bear a star; x = not tested or not shown.
# Value order – PfHsp90 set2	MOR-DOR ag	Tat transport	AddAB inh	DSG3 Ab inh	Mot1-301 SUMO	E coli growth	PKA-R1A activ	Arr AP2 block	phage Ecoli inh	MOR-DOR inv ag
COc1ccc2oc(=O)c(/C(C)=N/NC(=O)c3ccncc3)cc2c1
  -2	-3.6	2	5.4	85	79	1.8	-4	-8	1.4	18
COCC(C)NCc1cccc([N+](=O)[O-])c1 (stereo unspecified)
  19	-1.1	6	1.6	97	-8	1.2	-1	-2	1.8	6
O=C(Nc1cccc(C(=O)N2CCN(c3cccc(Cl)c3)CC2)c1)c1ccccc1
  x	2.8	13	1.8	86	12	2.0	-8	1	3.2	-21
O=C(Nc1nnc(C2=COCCO2)o1)c1ccc(S(=O)(=O)N2CCCC2)cc1
  -4	-0.6	-2	4.3	99	123	-1.2	-13	-4	4.0	4
O=C(Nc1cnccn1)c1cccs1
  -20	-2.1	-7	-0.8	97	-4	1.8	-4	3	1.6	11
Cc1ccc(F)cc1NC(=O)CN1CCN(Cc2ccccc2)CC1
  -13	0.8	9	0.7	99	7	1.8	3	13	1.7	-4
O=c1c(Br)ccc(Br)cc1Br
  120*	-3.2	6	x	115	x	x	-2	29	7.3	16
Cc1ccc(CCC(=O)Nc2ccc(N(C)C)cc2)o1
  -8	0.5	0	2.4	105	23	-0.2	-2	7	-0.9	-2
C/C(Cc1ccccc1)=N\NC(=O)C1CCCCC1
  18	-1.6	-6	0.6	109	0	-1.0	0	-7	2.4	8
COC(=O)c1ccccc1NC(=S)NC(NC(=O)c1ccccc1[N+](=O)[O-])C(Cl)(Cl)Cl (stereo unspecified)
  8	-3.3	3	1.4	x	5	-4.6	11	25	-0.3	20
CCCc1nc(N2CCN(S(=O)(=O)c3ccc(Cl)cc3)CC2)c2c(C)c(C)sc2n1
  x	2.4	0	-1.4	119	x	-2.5	-9	22	-0.6	-12
O=C(CCCN1C(=O)/C(=C/c2ccccc2)SC1=S)Nc1ccccc1O
  -5	-1.7	6	-0.4	108	27	-3.5	-16	11	2.5	10
Cn1ncc(Cl)c(Oc2ccc(C(C)(C)C)cc2)c1=O
  20	-0.1	-5	3.9	x	11	0.5	-8	2	3.4	1
COc1ccc(Cl)cc1CSc1ncn[nH]1
  -12	-2.3	6	6.0	107	5	6.3	1	-16	1.6	12
O=C(Nc1ccc(COc2ccccc2)cc1)c1cccc([N+](=O)[O-])c1
  9	10	-1	-0.5	102	5	-1.1	-3	10	4.5	-48

# Next section, overlapping the part above by 2 compounds.
# Value order – PfHsp90 set2	MOR-DOR ag	Tat transport	AddAB inh	DSG3 Ab inh	Mot1-301 SUMO	E coli growth	PKA-R1A activ	Arr AP2 block	phage Ecoli inh	MOR-DOR inv ag
COc1ccc(Cl)cc1CSc1ncn[nH]1
  -12	-2.3	6	6.0	107	5	6.3	1	-16	1.6	12
O=C(Nc1ccc(COc2ccccc2)cc1)c1cccc([N+](=O)[O-])c1
  9	10	-1	-0.5	102	5	-1.1	-3	10	4.5	-48
CC(C)c1nc(SCC(=O)N2c3ccccc3CC2C)c2ccccc2n1 (stereo unspecified)
  -28	-0.1	10	-0.6	101	4	-1.9	-15	-3	0.5	1
O=S(=O)(Nc1ccc(N2CCOCC2)nn1)c1ccccc1
  -3	-0.7	2	-0.3	99	x	-1.4	-12	-6	-0.1	4
CCC(C)NC(=O)CSc1n[nH]c(=O)n1CCc1ccccc1 (stereo unspecified)
  5	0.2	-3	0.9	102	-11	-2.1	-2	0	1.1	-2
CCOC(=O)c1c(S(=O)(=O)NCC(=O)Nc2ccccc2OC)c(C)n(C)c1C
  -12	-0.5	0	2.5	88	24	0.3	4	28	2.2	3
COc1ccc(C)cc1-n1c(C)cc(C=O)c1C
  4	-2.7	-4	1.2	102	-6	-0.4	-2	10	-1.1	13
O=C(NCc1ccc(Cl)cc1)C1CCCN(C(=O)c2ccc(Cl)cc2)C1 (stereo unspecified)
  -6	-2.3	0	-0.4	91	3	0.2	-10	-2	0.5	10
O=C(CO/N=C/c1ccccc1OC(F)F)NC1CCCCC1
  18	-2.0	1	-1.6	83	3	-1.3	-2	-6	2.5	13
Cc1ccc(O)c(NC(=O)c2ccc3c(c2)C(=O)N(Cc2cccnc2)C3=O)c1
  6	-1.1	17	-0.9	110	-8	1.4	1	-2	-1.5	5
Cc1nc(SCCC(=O)O)c2ccccc2n1
  25	-0.1	-2	2.0	91	-10	-0.9	-2	7	2.1	1
CC(Cc1cccs1)NC(=O)c1cccs1 (stereo unspecified)
  -9	0.8	-11	3.1	92	-1	1.3	-10	0	2.6	-5
Cc1ccc(C)c(NC(=O)C2C(c3ccccc3)C2(Cl)Cl)c1 (stereo unspecified)
  -13	2.4	-2	1.8	81	11	-1.3	-1	24	0.8	-13
O=C(CN1C(=O)NC2(CCCCC2)C1=O)Oc1ccc2c(C(F)(F)F)cc(=O)oc2c1
  -14	-0.5	1	0.5	109	-5	1.5	-8	13	0.1	3
Cc1ncc([N+](=O)[O-])n1CC(=O)N/N=C/c1ccccc1F
  -13	-3.1	-1	3.1	102	-4	0.4	-9	33	1.9	16
CC1CN(c2nc3ccccc3cc2-c2ccccc2)CC(C)O1 (stereo unspecified)
  3	2.7	15	2.5	94	1	-0.3	-15	0	2.3	-15
Cc1cc(C)nc(N2CCC(C(=O)NCC3CCCCC3)CC2)n1
  x	-0.3	3	x	98	x	x	-3	-1	x	2
O=C(Cn1nnc2ccccc21)OCC(=O)c1ccc(F)cc1
  -12	-0.8	4	2.2	100	77	1.7	-1	11	-2.3	4
C/C=C\C=C/C(=O)Nc1cccc(C2=NOC3(C2)C[C@@H](C(N)=O)N(C(=O)CCCCC)C3)c1 (stereo partly specified)
  -20	-1.2	-30	-3.2	102	17	-3.3	-8	-11	0.0	7
COc1ccc(CN2C(=NC(=O)c3ccccc3)SC3CS(=O)(=O)CC32)cc1 (stereo unspecified)
  11	-1.4	-5	0.4	95	9	2.8	-5	-7	1.6	7
CCn1c(Cc2ccccc2)nnc1SCC(=O)Nc1nc2ccccc2s1
  -1	0.2	-3	3.8	111	-7	0.9	1	-7	-0.2	-1
COc1cccc(N2C(=O)CN(Cc3ccccc3)C2=S)c1
  8	-1.1	1	-3.4	96	3	-1.2	-6	5	0.9	6
Cc1ccc(C)c(NC2=C(Cl)C(=O)OC2OC(=O)c2ccco2)c1 (stereo unspecified)
  17	0.9	-6	2.9	97	14	-2.2	4	2	2.3	-6
CCCc1noc(-c2ccc(-c3ccccc3)cc2)n1
  x	2.6	4	6.0	76	-9	1.1	2	-5	4.0	-14
COc1ccc(-n2c(C)cc(C(=O)CSc3nn4c(=O)c(C(C)(C)C)nnc4s3)c2C)cc1
  -19	-3.7	-2	1.2	92	171	-1.2	3	7	4.2	18
C#CCOc1ccc(/C=N/NC(=O)c2cccnc2)cc1OCC
  -12	-1.3	-4	2.5	x	-14	-0.8	-2	-7	3.0	7
O=C(CCN1CCN(C/C=C/c2ccccc2)CC1)Nc1ccccc1Cl
  -1	-0.3	-11	-1.2	98	12	1.8	-14	30	-2.4	1
O=C(O)COCC(=O)Nc1ccc2c(c1)oc1ccccc12
  5	-1.3	-3	x	103	2	x	3	-22	0.3	6
COCCn1cnc2c1c(=O)n(CC(=O)NC(=O)NC(C)(C)C)c(=O)n2Cc1ccccc1
  3	-3.5	1	x	88	113	x	-2	0	1.1	16
CCS(=O)(=O)N1Cc2ccccc2CC1C(=O)N(C)CC(=O)Nc1cccc(F)c1 (stereo unspecified)
  -22	-0.9	-1	-0.2	103	18	-1.6	-9	-6	2.8	6
CC(=O)Nc1ccc(Nc2cc(C)c3ccccc3n2)cc1
  7	-0.8	-5	3.5	119	1	1.0	-9	-8	0.9	4
COc1ccc(CCNCC(=O)N2C(C)CCCC2C)cc1OC (stereo unspecified)
  1	-1.2	-5	5.2	99	-15	-0.7	-1	42	3.2	7
CCCC(=O)NCCc1cc2c(C)ccc(C)c2[nH]c1=O
  -1	-4.1	-1	-1.9	101	-13	-1.5	1	2	2.1	21
O=C(COC(=O)c1ccc(S(=O)(=O)NCc2ccco2)cc1)NCc1ccccc1
  8	-3.5	0	-0.7	x	-7	0.4	-10	0	3.9	17
O=C1CCN(CC2CCCCC2)C=C1C(=O)c1ccccc1
  -9	-1.5	-5	x	98	x	x	-11	-10	1.0	7
O=[N+]([O-])c1cccnc1Oc1ccc(OCc2ccccc2)cc1
  7	0.6	-7	-0.1	92	12	0.0	-1	-1	3.3	-3
COC(=O)c1ccc(C(=O)NC(=S)Nc2nc3c(s2)CCCC3)cc1
  -9	-2.1	10	2.2	139	19	-1.2	2	-33	0.5	9
CC1(c2ccccc2)NC(=O)N(CC(=O)NCCC2=CCCCC2)C1=O (stereo unspecified)
  8	-1.2	0	1.4	96	x	0.2	-8	9	2.3	7
COC(=O)C(C)Sc1ccc2nnc(-c3cccc(F)c3)n2n1 (stereo unspecified)
  7	-0.1	-4	-0.8	103	6	-0.3	-7	0	2.4	1
c1ccc(-c2cnn3nnnc3n2)cc1
  1	0.7	0	1.0	98	16	-0.1	0	2	5.6	-4
O=C(Nc1ccc(F)cc1)c1ccc(=O)[nH]n1
  24	-1.7	-6	2.5	99	-11	0.5	-9	-17	2.9	8
CCC(=O)c1c[nH]c(C(=O)NCCCN2CCOCC2)c1
  -11	-1.9	-10	1.6	95	176	1.3	4	1	2.6	10
CCOc1ccccc1N1CC(C(=O)Nc2ccc(S(=O)(=O)N3CCCCC3)cc2)CC1=O (stereo unspecified)
  15	-0.1	13	0.3	108	-7	0.3	-3	-15	3.5	0
COc1cccc(N2[C@@H](CC(=O)O)c3ccccc3S2(=O)=O)c1
  -2	-1.1	2	0.8	103	-10	-0.3	10	-2	0.2	6
